# Assay outcomes: PubChem, National Center for Advancing Translational Sciences (NCATS)
# ALDH1A1 inh: qHTS Assay for Inhibitors of Aldehyde Dehydrogenase 1 (ALDH1A1); Aldehyde dehydrogenase 1A1 (Homo sapiens), P00352; Purified ALDH1A1, NADH fluorescence, propionaldehyde substrate; Potency, µM (top dose mostly 75.3 µM), for inactives: top-dose activity, negative = inhibition, most hits filed as inhibitors; 7.3% of 220,000 active; AID 1030, 2008; active = well fitted inhibition curve with a large enough effect, not every such curve was filed as active; inconclusive = small, poorly fitted or top-dose-only effect, or another doubt; inactive = no such curve, though single readings can be large or run the other way;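 note: plate controls were no enzyme wells and a reference inhibitor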
# Target sequence (P00352 whole entry, looked up): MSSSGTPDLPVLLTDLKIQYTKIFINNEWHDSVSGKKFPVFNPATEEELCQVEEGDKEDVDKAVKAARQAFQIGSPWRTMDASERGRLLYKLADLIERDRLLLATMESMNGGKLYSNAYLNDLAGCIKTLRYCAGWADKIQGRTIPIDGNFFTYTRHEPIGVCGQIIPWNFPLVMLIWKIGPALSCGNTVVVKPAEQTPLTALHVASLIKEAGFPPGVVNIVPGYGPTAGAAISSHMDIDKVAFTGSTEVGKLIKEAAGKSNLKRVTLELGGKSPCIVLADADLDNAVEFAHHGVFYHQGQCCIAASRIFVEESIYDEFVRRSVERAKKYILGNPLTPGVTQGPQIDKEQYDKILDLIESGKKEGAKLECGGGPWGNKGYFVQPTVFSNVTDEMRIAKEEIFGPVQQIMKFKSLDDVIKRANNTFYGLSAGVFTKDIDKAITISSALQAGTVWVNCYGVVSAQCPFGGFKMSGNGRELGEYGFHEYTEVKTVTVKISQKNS
# SMN2 splice up: qHTS Assay for Enhancers of SMN2 Splice Variant Expression; HEK293 SMN2-luciferase splicing reporter, luminescence, 30-36 h; Potency, µM (titrated, usually from 46.1 µM), inactives show at the top dose activity change, positive = activation, hits mostly activators; 2.8% of 210,000 active; note: % of control where 0% means no effect; nearly all actives have a fitted effect of over 55% in size
#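 HEK293 cells carry an SMN2 […]–luciferase reporter in which exon 7 inclusion puts luciferase in frame. Cells were plated 10-12 h before compound addition, then incubated 30-36 h at 37C. ONE-Glo luminescence was read; sodium butyrate at 4.5 mM final served as control.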
# Tau ThT inhib: qHTS for Inhibitors of Tau Fibril Formation, Thioflavin T Binding; Potency, µM (top dose mostly 57.4 µM), for inactives: top-dose activity, negative = inhibition, hits mostly inhibitors; recombinant tau K18 P301L, heparin-induced fibrillization, ThT fluorescence; 2.1% of 270,000 active; Microtubule-associated protein tau (Homo sapiens), P10636; AID 1460, 2008; note: % is set by controls: 0 for no effect and ±100 for the full control effect; nearly all actives have a fitted effect of over 55% in size
#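 ThT emission at 510 nm, taken 1 hr after adding 30 uM dye, quantifies aggregates formed when 20 uM heparin acts on human tau K18 P301L for 6 hr at 37 C.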
# KDM4E inh: qHTS Assay for Inhibitors of Human Jumonji Domain Containing 2E (JMJD2E) | Lysine-specific demethylase 4E (Homo sapiens), B2RXH2 | JMJD2E catalytic domain, FDH-coupled NADH fluorescence (FDH is formaldehyde dehydrogenase) | Potency, µM (highest dose often 57.1 µM), for the others: at the top dose activity change, negative = inhibition, actives largely listed as inhibitors | 1.6% of 230,000 active | AID 2147, 2009; active = well fitted inhibition curve with a large enough effect, not every such curve was filed as active; inconclusive = small, poorly fitted or top-dose-only effect, or another doubt; inactive = no such curve, though single readings can be large or run the other way;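 note: 0% = wells with enzyme and -100% = buffer wells without enzyme; nearly all actives have a fitted effect of over 50% in size; many of its hits are not listed in these tables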
# RECQ1 inh: qHTS Assay for Inhibitors of RecQ-Like Dna Helicase 1 (RECQ1); ATP-dependent DNA helicase Q1 (Homo sapiens), P46063; 0.54% of 240,000 active; Potency, µM (highest dose often 57.3 µM), without a hit: at the highest dose activity, negative = inhibition, actives largely listed as inhibitors; RECQ1 DNA unwinding, red fluorescence kinetic read;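 note: plate controls were vehicle for no effect and no enzyme for full effect; nearly all actives have a fitted effect of over 30% in size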
# Target sequence (P46063 whole entry, looked up): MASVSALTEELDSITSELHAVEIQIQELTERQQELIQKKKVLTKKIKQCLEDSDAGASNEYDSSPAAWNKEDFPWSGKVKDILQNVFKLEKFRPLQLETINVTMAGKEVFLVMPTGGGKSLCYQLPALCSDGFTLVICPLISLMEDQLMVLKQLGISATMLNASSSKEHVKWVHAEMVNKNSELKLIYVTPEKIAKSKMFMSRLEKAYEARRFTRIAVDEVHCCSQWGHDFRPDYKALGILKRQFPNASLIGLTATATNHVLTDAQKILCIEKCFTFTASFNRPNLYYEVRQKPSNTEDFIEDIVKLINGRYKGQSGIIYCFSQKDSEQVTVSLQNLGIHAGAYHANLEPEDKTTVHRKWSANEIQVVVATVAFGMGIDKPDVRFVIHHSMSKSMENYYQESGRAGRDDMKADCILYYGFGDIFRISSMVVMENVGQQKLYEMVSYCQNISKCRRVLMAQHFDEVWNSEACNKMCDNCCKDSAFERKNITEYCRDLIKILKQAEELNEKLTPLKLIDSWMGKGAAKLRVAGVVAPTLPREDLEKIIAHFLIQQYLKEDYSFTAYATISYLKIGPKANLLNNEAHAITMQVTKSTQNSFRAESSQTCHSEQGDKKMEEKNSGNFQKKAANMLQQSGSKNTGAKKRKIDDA
#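 RECQ1T1 50 nM; forked duplex (20 bp + 30-nt ss tails) 200 nM, ATP 2 mM final; pH 8.0, 2 mM MgCl2, 2.5 ug/ml poly(dI-dC); 15 min compound preincubation; discontinuous kinetic read over 2 h at RT.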
# L3MBTL1 inh: qHTS Assay for the Inhibitors of L3MBTL1; AID 485360, 2010; 0.66% of 230,000 active; Potency, µM (highest dose often 57.1 µM), without a hit: at the highest dose activity, negative = inhibition, usual class: inhibitors; Lethal(3)malignant brain tumor-like protein 1 (Homo sapiens), Q9Y468; AlphaScreen L3MBTL1–H3K9me1 peptide binding; note: % is set by controls: 0 for no effect and ±100 for the full control effect; nearly all actives have a fitted effect of over 60% in size
#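 Read-out is AlphaScreen signal from streptavidin donor and nickel chelate acceptor beads (10 ug/mL final each) bridging L3MBTL1 (50 nM) and biotinylated K9-monomethylated H3(1-15) peptide (75 nM), after 30 min compound exposure at room temperature.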
# KinaseGlo FLuc: Counterscreen for Luciferase (Kinase-Glo TM) Inhibition; Luciferin 4-monooxygenase (Photuris pensylvanica), Q27757; Kinase-Glo luciferase, ATP luminescence, 8 min; Potency, µM (titrated, usually from 38.3 µM), for inactives: top-dose activity change, negative = inhibition, usual class: inhibitors; 0.28% of 200,000 active; note: % is set by controls: 0 for no effect and ±100 for the full control effect; nearly all actives have a fitted effect of over 60% in size
#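 Recombinant Kinase-Glo luciferase, 10 uM ATP (linear range), luciferin; imidazole pH 7.2 / KCl / MgCl2 / Tween / BSA buffer; 8 min RT; luminescence.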
# LMNA splice mod: qHTS Assay for Modulators of Lamin A Splicing. HeLa LMNA splicing GFP/RFP minigene ratio, 48 h. AID 1487, 2009. Potency, µM (doses to about 46.1 µM), for the others: top-dose ratio change, negative = inhibition, most hits filed as inhibitors. 0.01% of 200,000 active; active = well fitted inhibition curve with a large enough effect in the signal ratio, with a control signal flat, not every such curve was filed as active; inconclusive = small, poorly fitted or top-dose-only effect, or effect the other way, or a change in a side signal; the % refers to the signal ratio; note: % is set by controls: 0 for no effect and ±100 for the full control effect
#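 Read-out is the ratio of GFP to DsRed2 object intensity, acquired by 488 nm laser-scanning cytometry on HeLa lamin A-EGFP minigene reporter cells. Compound incubation 48 hrs at 37 °C in Opti-MEM with 2% FBS; DMSO 0.5% final.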
# Active calls of the source: *; i = inactive; ? = inconclusive; . = not tested or not shown; [ ] = another dose, or the depositor's remark. Unless noted, calls come from the whole dose curve; as a rule, active = well fitted curve in the direction sought with a large enough effect; inconclusive = small, poorly fitted or top-dose-only effect, or another doubt; inactive = no such curve, though single readings can be large; an effect the other way counts as inactive or inconclusive. Potency is the fitted concentration of half-maximal effect.
SMILES,ALDH1A1 inh,SMN2 splice up,Tau ThT inhib,KDM4E inh,RECQ1 inh,L3MBTL1 inh,KinaseGlo FLuc,LMNA splice mod
Cc1nc(NC(=O)CSc2nnc3ccccn23)c(Cl)cc1Cl,16.0%,3.6%,-6.9%,-6.7%,-0.9%,-6.5%,-1.4%,11.7%
O=C1CC(c2ccccc2)C(=O)N1c1cccc(O)c1 (stereo unspecified),4.8%,?,-15.2%,-2.3%,-8.3%,?,-2.5%,4.9%
Cc1cc(-n2cnc3c(=O)[nH]cnc32)ccc1N,2.8%,.,-13.8%,-9.6%,-3.3%,-7.0%,.,.
CC(C)(C)NC(=O)NC(=O)COC(=O)CCCc1c[nH]c2ccccc12,-2.0%,5.7%,-10.3%,-2.8%,i,.,-3.7%,-1.0%
N#Cc1c(NC(=O)Cn2nc(C(F)(F)F)c3c2CCCC3)sc2c1CCC2,7.94µM*,-4.7%,-4.7%,3.6%,-0.9%,-2.9%,3.0%,-0.3%
CC(=O)Nc1c(O)nc(SCC(=O)N2CCN(c3ccc(F)cc3)CC2)[nH]c1=O,?,-11.3%,-14.6%,1.9%,-5.2%,.,-1.8%,4.6%
CC(C)OC(=O)CSc1nc2cccnc2n1C1CCCCC1,?,0.9%,3.9%,2.8%,-17.1%,.,-1.8%,20.2%
Cc1cc(C)c2c(C)c(C(=O)Nc3c(C)n(C)n(-c4ccccc4)c3=O)oc2c1,2.0%,8.6%,-14.3%,3.5%,-14.5%,-2.5%,2.4%,-4.4%
Cc1noc(C)c1C(=O)NCCCc1ccccc1,-7.0%,23.5%,-2.0%,-0.4%,-4.3%,.,4.5%,1.9%
COC(=O)C[n+]1cccc2ccccc21,?,-0.1%,13.7%,?,-6.3%,-6.9%,5.6%,10.1%[46 µM]
CCCCN1C=CC(=C2N=c3cccc([N+](=O)[O-])c3=N2)C=C1,-3.7%,11.2µM*,0.7%,-2.9%,1.8%,-4.1%,?,-11.5%
Cc1ccc(-n2nc(C)c(NC(=O)CCl)c2C)cc1,?,-35.3%[inhibitor],-1.5%,-0.9%,-5.1%,1.0%,-0.6%,?
Cn1nc(C(C)(C)C)c([N+](=O)[O-])c1C(=O)Nc1ccccc1,-0.8%,-9.3%,10.6%,-2.6%,-0.4%,-2.5%,-6.0%,-12.9%
CCOC(=O)c1sc(C)c2c1NC1(CCCCC1)NC2=O,?,-0.4%,-15.8%,?,-0.3%,0.9%,-2.9%,1.1%
O=C(COC(=O)c1sc2ccccc2c1Cl)NCC1CCCCC1,?,.,4.0%,0.3%,1.5%,9.6%,.,-15.3%
CCCC1=C(C(=O)OCC)C(c2cccs2)C(C#N)=C(N)O1 (stereo unspecified),?,4.5%,-11.6%,?,-0.4%,.,-6.4%,-0.7%
COc1ccc(NC(=O)c2oc3ccccc3c2NC(=O)COc2ccccc2OC)c(OC)c1,1.7%,-24.5%,6.8%,28.9%,-1.0%,1.8%,-1.7%,1.9%
CCOC(=O)c1ccc(-n2c(-c3ccco3)nc3ccccc3c2=O)cc1,?,-1.2%,-14.1%,-9.6%,-1.8%,-2.1%,-5.4%,-4.2%
OC1(C#CCN2CCOCC2)CCCCC1,-0.3%,-9.0%,-2.3%,-6.4%,-2.9%,.,-3.0%,.
Cc1ccc(C(=O)NCCSC2CCCCC2)cc1S(=O)(=O)Nc1ccccc1,?,-69.2%[inhibitor],-12.4%,4.3%,-14.4%,-8.4%,0.8%,5.5%
COC(=O)c1ccc2c(=O)n(CCCCCC(=O)NCc3ccc4c(c3)OCO4)c(=O)[nH]c2c1,?,16.7%,-11.7%,?,-4.3%,.,0.2%,4.1%
O=C(CSc1ccc2c(c1)OCCO2)NC(=O)Cc1ccccc1,8.4%,1.0%,-0.7%,15.5%,-1.4%,1.9%,-0.2%,1.9%
COc1ccc(/C=C2\C(=O)c3ccccc3OC2c2ccccc2)cc1 (stereo unspecified),.,.,?,-6.8%,-7.6%,-23.5%,.,.
COc1ccc(NC(=O)/C(Cl)=C(/Cl)S(=O)(=O)Cc2ccccc2)cn1,1.26µM*,-98.1%[inhibitor],7.08µM*,6.7%,-22.1%,.,-0.4%,?
COc1ccc(S(=O)(=O)N2CCC(C(=O)N3CCCC3)CC2)cc1,-12.6%,-4.9%,-1.4%,-0.7%,-4.6%,2.7%,-6.1%,0.0%
# Next part
SMILES,ALDH1A1 inh,SMN2 splice up,Tau ThT inhib,KDM4E inh,RECQ1 inh,L3MBTL1 inh,KinaseGlo FLuc,LMNA splice mod
Cc1ccnc2nc(C(=O)Nc3nnc(CC(C)C)s3)nn12,-1.1%,.,1.0%,-3.7%,i,.,-1.1%,16.9%
Cc1cccc(C(=O)N/C(=C\c2ccc(C)o2)C(=O)O)c1,.,.,-12.5%,1.2%,i,-20.1%,.,.
COC(=O)C(=Cc1ccc(-c2ccsc2C(=O)OC)o1)C(=O)OC,-4.2%,.,?,8.9%,i,-5.4%,.,.
O=C(Nc1cccc(C(=O)N2CCN(Cc3ccccc3)CC2)c1)c1ccccc1,?,-14.7%,-2.1%,0.0%,-4.4%,-1.7%,-3.0%,-2.8%
CCCCCCCC1CC(/C(C)=N/NC(N)=O)OC1=O (stereo unspecified),-15.9%,-16.9%,-5.7%,5.7%,0.3%,-4.7%,1.0%,1.1%
Cc1nn2c(NCc3cccnc3)c3c(nc2c1-c1ccccc1)CCC3,.,.,?,-23.3%,-0.4%,-3.9%,.,.
O=C(COC(=O)c1ccc(Cl)nc1)Nc1ncc(Cl)cc1Cl,0.6%,7.9%,-2.2%,-5.4%,-12.4%,?,-2.7%,10.8%[9.22 µM]
CCC(C)(C)NC(=O)C(c1cccnc1)N(C(=O)c1csnn1)c1ccc(C)cc1 (stereo unspecified),-4.5%,-34.5%,3.1%,8.2%,i,-10.3%,4.2%,.
C[C@H]1O[C@H](O[C@H]2[C@H](O)[C@@H](O)[C@@H](O[C@H]3[C@H](O)[C@@H](O)C(O)O[C@@H]3CO)O[C@@H]2CO)[C@H](O)[C@@H](O)[C@@H]1N[C@H]1C=C(CO)[C@@H](O)[C@H](O)[C@H]1O (stereo partly specified),.,.,-2.6%,3.1%,0.8%,.,.,-5.2%[46 µM]
CCCCCOc1ccc(CN2CCOCC2)cc1Cl,-0.2%,?,-7.8%,-0.9%,i,.,-2.7%,0.3%
CSc1ncccc1C(=O)N1CCCC(CCC(=O)NCc2ccccc2F)C1 (stereo unspecified),-1.2%,.,-5.8%,13.1%,i,14.7%,-1.5%,-7.4%[46 µM]
O=C(CN(Cc1ccc2c(c1)OCO2)C(=O)CNS(=O)(=O)c1ccccc1)NCc1ccco1,4.47µM*,-15.0%,-0.8%,0.6%,-4.1%,-5.1%,-0.5%,7.3%
CC1CCN(C(=O)COC(=O)c2ccc3c(c2)OCO3)CC1,2.5%,20.9%,-1.4%,-5.5%,-4.1%,-8.2%,-7.0%,?
Cc1cccc(OCC(=O)Nc2ccc3c(c2)OCCO3)c1,-9.2%,9.6%,-18.7%,4.2%,-1.1%,8.4%,0.7%,-7.9%
CN(c1ccccc1)c1ccc(/C=N/N2CCOCC2)cc1,-5.4%,7.94µM*,?,?,-13.4%,-22.5%,-1.4%,-1.7%
COc1cc(/C=N/NC(=O)C(=O)NCC2CCCO2)ccc1O (stereo unspecified),-6.7%,-4.2%,0.5%,3.4%,3.7%,1.2%,0.1%,1.5%
COC(=O)c1[nH]c2cccc(OC)c2c1NC(=O)CN1CCOCC1,?,-2.2%,-5.5%,?,-0.7%,5.3%,-0.3%,6.4%
O=c1c2c([nH]n1-c1ccccc1)CCCC2,-10.5%,1.1%,-8.1%,-5.9%,i,-1.9%,-0.6%,?
c1csc(C2=NNC(=NC3CCCCC3)SC2)c1,?,12.6µM*,?,-6.6%,-19.7%,?,-11.3%,-17.6%[9.22 µM]
Cc1onc(-c2c(F)cccc2Cl)c1C(=O)Nc1cccc2nsnc12,?,-52.2%[inhibitor],?,?,5.6%,66.2%[activator],-2.4%,?
CN(C)S(=O)(=O)c1ccc(NC(=O)Cn2c(-c3ccccc3)noc2=O)cc1,?,-6.8%,3.5%,3.3%,i,.,1.3%,-7.0%
Cc1ccc(C)c(N=Cc2ccc(-c3ccc([N+](=O)[O-])cc3)o2)c1,15.9%,?,-18.0%,16.0%,-3.6%,-5.3%,-1.5%,.
CC(C)(C)c1ccc(S(=O)(=O)N2CCCC2C(=O)N2CCOCC2)cc1 (stereo unspecified),?,-1.2%,3.1%,6.5%,i,-1.9%,0.5%,.
CN1C(=O)/C(=C/c2ccco2)SC1=Nc1ccc(N2CCOCC2)cc1,-1.6%,9.8%,?,-0.6%,-13.7%,-1.2%,-1.2%,-2.7%
Cc1nc([N+](=O)[O-])c(Br)n1Cc1ccc(Cl)c(Cl)c1,8.7%,-36.6%[inhibitor],-3.1%,-7.4%,-11.6%,.,-3.9%,.

# Ordered by SMILES length (smallest number first): 3 of the compounds above.
SMILES,ALDH1A1 inh,SMN2 splice up,Tau ThT inhib,KDM4E inh,RECQ1 inh,L3MBTL1 inh,KinaseGlo FLuc,LMNA splice mod
COC(=O)c1[nH]c2cccc(OC)c2c1NC(=O)CN1CCOCC1,?,-2.2%,-5.5%,?,-0.7%,5.3%,-0.3%,6.4%
CSc1ncccc1C(=O)N1CCCC(CCC(=O)NCc2ccccc2F)C1 (stereo unspecified),-1.2%,.,-5.8%,13.1%,i,14.7%,-1.5%,-7.4%[46 µM]
CC(C)(C)c1ccc(S(=O)(=O)N2CCCC2C(=O)N2CCOCC2)cc1 (stereo unspecified),?,-1.2%,3.1%,6.5%,i,-1.9%,0.5%,.

# Not all compounds are listed; count on the stated rates, not on these rows.
